From PubChem
DUSP1 inh: inhibitors of human MKP-1 phosphatase. P28562. recombinant MKP-1, OMFP hydrolysis fluorescence. inhibition, %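 (compounds tested at a single concentration somewhere between 10 and 100 µM)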. hit rate 0.15% among 65,000. AID 374;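 active means inhibition above about 50%, limit read from the data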;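 further: 0% = DMSO max control wells and 100% = wells with enzyme stopped by NaOH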
MMP13 inh: MMP13 (human) collagenase inhibition | P45452 | MMP-13 fTHP FRET cleavage, Mca fluorescence | inhibition, % at 4 µM | hit rate 0.07% among 65,000;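 active means inhibition above the mean of compound-free control plate wells plus 3 SD, cut at about 14% in these data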;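 further: 0% = DMSO wells and 100% = wells with reference MMP-13 inhibitor after basal subtraction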
ROCK2 inh: inhibitors of human Rho kinase 2. O75116. purified ROCK2, Kinase-Glo ATP depletion luminescence. hit rate 0.35% among 60,000. inhibition, % at 6 µM;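 active means inhibition above the screen-wide mean inhibition plus 3 SD, cut at about 18% in these data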;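 further: plate controls were DMSO wells for no effect and Y-27632 control wells after no-enzyme background subtraction for full effect; many of its hits are not listed in these tables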
Target sequence (O75116 whole entry, looked up): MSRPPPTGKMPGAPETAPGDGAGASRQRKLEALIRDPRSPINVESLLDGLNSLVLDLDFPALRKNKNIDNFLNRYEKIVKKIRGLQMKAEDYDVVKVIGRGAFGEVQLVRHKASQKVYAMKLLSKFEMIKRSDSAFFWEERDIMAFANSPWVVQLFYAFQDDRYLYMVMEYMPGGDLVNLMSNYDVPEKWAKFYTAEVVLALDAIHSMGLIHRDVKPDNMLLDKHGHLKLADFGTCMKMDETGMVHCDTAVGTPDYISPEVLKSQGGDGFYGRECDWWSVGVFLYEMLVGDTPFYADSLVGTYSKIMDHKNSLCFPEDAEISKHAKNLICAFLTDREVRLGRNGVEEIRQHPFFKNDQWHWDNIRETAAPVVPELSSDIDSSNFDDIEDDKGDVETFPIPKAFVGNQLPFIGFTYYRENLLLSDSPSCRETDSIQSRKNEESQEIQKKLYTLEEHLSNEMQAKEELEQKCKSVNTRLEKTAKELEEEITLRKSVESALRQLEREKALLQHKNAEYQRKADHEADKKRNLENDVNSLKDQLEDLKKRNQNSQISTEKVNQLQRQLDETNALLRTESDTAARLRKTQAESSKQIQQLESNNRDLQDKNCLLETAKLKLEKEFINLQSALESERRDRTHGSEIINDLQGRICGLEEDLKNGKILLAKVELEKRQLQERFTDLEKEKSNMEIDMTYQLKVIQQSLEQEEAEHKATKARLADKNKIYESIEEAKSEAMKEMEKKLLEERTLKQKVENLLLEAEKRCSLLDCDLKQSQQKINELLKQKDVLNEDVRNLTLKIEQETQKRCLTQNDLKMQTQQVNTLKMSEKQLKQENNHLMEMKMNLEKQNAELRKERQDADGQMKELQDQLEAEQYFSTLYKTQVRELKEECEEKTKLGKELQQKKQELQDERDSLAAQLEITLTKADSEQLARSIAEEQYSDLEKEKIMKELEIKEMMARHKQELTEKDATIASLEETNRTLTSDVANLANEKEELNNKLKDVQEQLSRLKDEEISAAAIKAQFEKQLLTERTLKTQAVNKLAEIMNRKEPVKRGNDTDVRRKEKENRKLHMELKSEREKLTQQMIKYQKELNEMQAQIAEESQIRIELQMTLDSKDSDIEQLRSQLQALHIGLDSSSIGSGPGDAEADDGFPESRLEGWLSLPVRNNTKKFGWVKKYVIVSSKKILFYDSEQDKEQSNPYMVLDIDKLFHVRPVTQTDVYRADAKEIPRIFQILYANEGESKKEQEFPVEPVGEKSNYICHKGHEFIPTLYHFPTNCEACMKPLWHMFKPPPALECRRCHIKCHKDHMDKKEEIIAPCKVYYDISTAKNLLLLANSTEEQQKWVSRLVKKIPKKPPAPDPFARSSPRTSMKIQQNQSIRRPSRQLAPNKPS
TNAP act DEA: activators of human TNAP at intermediate phosphate acceptor; P05186; purified TNAP, CDP-star luminescence, 100 mM DEA, 30 min; stronger effect = higher value; scale: 0 levamisole-inhibited, 1 vehicle-only enzyme; activation factor at 20 µM; 64,000 tested, under 10 active; AID 813;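 active means activation factor of at least 2 at 20 µM, relative to controls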
JNK3 blocker: JNK3 (human) kinase inhibition; inhibition, % at 8 µM; purified JNK3 kinase activity, HTS; P53779; hit rate 0.61% among 60,000; AID 746; in the data active means inhibition above about 17%;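 further: 0% = DMSO and 100% = reference inhibitor; many of its hits are not listed in these tables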
Cdc25B block: human M-phase inducer phosphatase 2 inhibition | P30305 | recombinant Cdc25B, OMFP fluorescence Ex485/Em525 | inhibition, %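 (compounds tested at 10 µM final in the well)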 | hit rate 0.1% among 65,000; in the data active means inhibition above about 50%
Jurkat tox 60K: cytotoxicity toward Jurkat cells; inhibition, % at 4 µM; hit rate 1.2% among 56,000; AID 463; Jurkat E6.1 viability, ATP luminescence, 48 h;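 active means inhibition above the mean inhibition of all tested compounds plus 3 SD, cut at about 28% in these data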
PKA kinase inh: PKA (human) kinase inhibition | P17612 | AID 524 | PKA Kemptide phosphorylation, Kinase-Glo ATP luminescence | inhibition, % at 6 µM | hit rate 0.1% among 65,000;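 active means inhibition above the screen-wide mean inhibition plus 3 SD, cut at about 21% in these data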; further: many of its hits are not listed in these tables
HEK293 NFkB inh: lowers PMA/ionomycin-induced NF-kB signal in HEK293 cells; HEK-293 NF-kB luciferase reporter, luminescence; inhibition, % at 3 µM; hit rate 0.21% among 62,000; AID 465;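 active means inhibition above the mean of all tested compounds plus 3 SD, cut at about 40% in these data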;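 further: 0% = stimulated DMSO wells and 100% = 10 µM reference inhibitor 5653914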
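System – HEK-293 cells with stable firefly luciferase reporter driven by four HIV NF-kB elements · Doses – one dose, 3 µM · Schedule – 1 h compound pre-incubation, 16 h PMA/ionomycin at 37 °C · Technique – luminescence from luciferase substrate reagent · Measure – percent inhibition normalized per plate to DMSO and reference-inhibitor controls · Replicates – tested once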
Starred values were filed as active, the others as inactive; nt = no result given; [ ] = dose if it differs, or a comment.

SMILES	DUSP1 inh	MMP13 inh	ROCK2 inh	TNAP act DEA	JNK3 blocker	Cdc25B block	Jurkat tox 60K	PKA kinase inh	HEK293 NFkB inh
O=C1CCCCCN1C(=O)c1ccc(C(=O)N2CCCCCC2=O)cc1	7	-3	16	0.9	-5	-9	-2	8	13
CC(C)n1c(C(=O)OCC(=O)NCc2ccc3c(c2)OCO3)cc2sccc21	1	5	nt	1	nt	-6	nt	10	22
COc1ccc(S(=O)(=O)Nc2ccc3oc(C)c(C(=O)O)c3c2)cc1	5	-1	-10	1	-3	-5	5	-10	2
COc1cc(C(=O)O)ccc1OCC(=O)N1CCOCC1	6	5	4	1	-3	-14	-2	1	19
COCC(=O)NCc1nc2ccccc2n1Cc1ccccc1F	11	2	nt	1	nt	1	nt	6	14
NC(=O)c1ccc(NC(=O)CCCc2nc(-c3ccccc3Cl)no2)cc1	19	-2	10	0.9	5	0	3	8	3
CCCn1nc2ccccc2c1P(=N)(N1CCOCC1)N1CCOCC1	-12	-2	nt	1	nt	-15	nt	5	6
N#Cc1c(-n2cccc2/C=N/O)sc2c1CCCC2	-39	-2	6	0.7	-4	-4	2	6	3
COc1ccccc1NC(=O)CSc1nnc(Cc2cccn2C)n1-c1ccc(F)cc1	-3	-83	5	0.8	-3	-13	-1	8	13
CC12CCC(C(=O)N3CCc4ccccc43)(CC1=O)C2(C)C (configuration not stated)	4	0	0	0.8	-2	-10	5	-4	2
COc1ccc(N(Cc2cc3cc(OC)ccc3[nH]c2=O)C(=O)C2CCCO2)cc1 (configuration not stated)	3	-17	-3	0.9	-3	0	-2	-8	4
Cc1ccc(-c2nn(CC(=O)Nc3ccc4c(c3)nc3n4CCOC3)c(=O)c3ccccc23)cc1	2	-1	2	0.9	0	10	2	2	12
CCOC(=O)Cn1c(=O)c2c(nc(N3CCCCC3)n2Cc2ccccc2)n(C)c1=O	-2	3	5	0.9	-5	-3	12	8	22
COc1ccc2noc3c2c1C(=O)c1ccccc1-3	79*	8	6	0.8	15	97*	24	14	-1
COc1cccc(-n2c(SC3CCOC3=O)nc3ccccc3c2=O)c1 (configuration not stated)	11	9	0	0.9	-4	-1	-1	-1	11
CC(=O)Nc1ccc(S(=O)(=O)NC(CC(=O)N(C)Cc2ccccc2)C(C)C)cc1 (configuration not stated)	0	-8	7	1	8	3	-5	9	6
O=C(CN1C(=O)c2ccccc2S1(=O)=O)NC1CC2CCC1C2 (configuration not stated)	0	-2	-4	0.9	2	-4	-10	-2	11
Cc1ccc(-c2nnc(Nc3ccccc3)o2)cc1	35	-5	-6	0.9	1	0	-2	0	2
COc1ccc(S(=O)(=O)Nc2ccc3c(c2)COC3=O)cc1OC	-3	4	5	0.9	-5	7	-2	16	1
CC(=O)N1CCc2cc(S(=O)(=O)NCCCN3CCN(Cc4ccccc4)CC3)ccc21	-11	0	nt	0.9	nt	1	nt	7	27
COc1c2ccoc2nc2c(OC)c(OCC(O)C(C)(C)O)ccc12 (configuration not stated)	-10	-121[fluorescence artefact?]	0	1	-1	-13	-4	1	5
CCOC(=O)C1=C(C)NC(=O)NC1c1ccc(OC)c(CN2CCOCC2)c1 (configuration not stated)	3	-3	7	1	5	0	-5	11	9
Oc1ccc(N2CCN(C(c3cccnc3)c3nnnn3Cc3ccccc3)CC2)cc1 (configuration not stated)	17	-7	-2	0.9	2	-9	-6	2	9
Cc1cc(Nc2ccc(C)c(C)c2)n2nc(C)nc2n1	1	-4	3	1	-4	-12	-7	4	-1
O=C(Cn1nnc(-c2ccccc2)n1)NCc1cccs1	-15	2	2	0.9	2	-3	-1	-2	8
CCOc1ccc(N2C(=O)CC(N3CCN(C(=O)c4ccco4)CC3)C2=O)cc1 (configuration not stated)	-7	-2	-1	0.9	-3	-1	3	-1	8
CC(c1ccco1)N(C(=O)Nc1ccc(Cl)cc1)c1ccccn1 (configuration not stated)	-13	3	4	1	-1	-14	-3	6	13
CCOCCCNC(=O)CS(=O)(=O)Cc1nc(-c2cccc(OC)c2)oc1C	8	-3	6	0.9	-6	-16	0	0	11
CCCCc1ccc(-c2ccc(C)cc2O)nc1	5	4	-8	1.1	-1	-7	8	-5	-12
COc1ccc2c(c1)[nH]c1c(=O)n(CCN3CCCC3)cnc12	-35	-5	-1	0.9	-1	1	0	-4	6

Complete entries, looked up by structure. Order of screens: DUSP1 inh	MMP13 inh	ROCK2 inh	TNAP act DEA	JNK3 blocker	Cdc25B block	Jurkat tox 60K	PKA kinase inh	HEK293 NFkB inh
CCOc1ccc(N2C(=O)CC(N3CCN(C(=O)c4ccco4)CC3)C2=O)cc1 (configuration not stated) is entered as -7	-2	-1	0.9	-3	-1	3	-1	8
NC(=O)c1ccc(NC(=O)CCCc2nc(-c3ccccc3Cl)no2)cc1 is entered as 19	-2	10	0.9	5	0	3	8	3
CCCn1nc2ccccc2c1P(=N)(N1CCOCC1)N1CCOCC1 is entered as -12	-2	nt	1	nt	-15	nt	5	6
CC(C)n1c(C(=O)OCC(=O)NCc2ccc3c(c2)OCO3)cc2sccc21 is entered as 1	5	nt	1	nt	-6	nt	10	22

A second format for four compounds above.
mol: CCOC(=O)Cn1c(=O)c2c(nc(N3CCCCC3)n2Cc2ccccc2)n(C)c1=O
  DUSP1 inh = -2	MMP13 inh = 3	ROCK2 inh = 5	TNAP act DEA = 0.9	JNK3 blocker = -5	Cdc25B block = -3	Jurkat tox 60K = 12	PKA kinase inh = 8	HEK293 NFkB inh = 22

mol: COc1ccccc1NC(=O)CSc1nnc(Cc2cccn2C)n1-c1ccc(F)cc1
  DUSP1 inh = -3	MMP13 inh = -83	ROCK2 inh = 5	TNAP act DEA = 0.8	JNK3 blocker = -3	Cdc25B block = -13	Jurkat tox 60K = -1	PKA kinase inh = 8	HEK293 NFkB inh = 13

mol: COCC(=O)NCc1nc2ccccc2n1Cc1ccccc1F
  DUSP1 inh = 11	MMP13 inh = 2	ROCK2 inh = nt	TNAP act DEA = 1	JNK3 blocker = nt	Cdc25B block = 1	Jurkat tox 60K = nt	PKA kinase inh = 6	HEK293 NFkB inh = 14

mol: O=C(Cn1nnc(-c2ccccc2)n1)NCc1cccs1
  DUSP1 inh = -15	MMP13 inh = 2	ROCK2 inh = 2	TNAP act DEA = 0.9	JNK3 blocker = 2	Cdc25B block = -3	Jurkat tox 60K = -1	PKA kinase inh = -2	HEK293 NFkB inh = 8

Back to the main list, repeating the 2 entries before the break.
SMILES	DUSP1 inh	MMP13 inh	ROCK2 inh	TNAP act DEA	JNK3 blocker	Cdc25B block	Jurkat tox 60K	PKA kinase inh	HEK293 NFkB inh
CCCCc1ccc(-c2ccc(C)cc2O)nc1	5	4	-8	1.1	-1	-7	8	-5	-12
COc1ccc2c(c1)[nH]c1c(=O)n(CCN3CCCC3)cnc12	-35	-5	-1	0.9	-1	1	0	-4	6
Cc1ccc(S(=O)(=O)NC(=O)Nc2c(C)n(C)n(-c3ccccc3)c2=O)cc1	4	3	1	0.9	-1	-1	2	3	10
CCOC(=O)C1=C(C)NC(=O)C(C(N)=O)C1c1ccccc1 (configuration not stated)	-9	-12	1	0.9	4	-16	-1	5	1
CC1(C)NC(=O)N(CCCOc2ccc3c(c2)CCC3)C1=O	2	4	2	1	9	-10	9	7	13
Cc1ccc(NC(=O)N2CCC(C(N)=O)CC2)cc1	12	-1	0	0.9	-2	-7	-2	4	7
O=C(NCc1ccc2c(c1)OCO2)C1CCCN1C(=O)Nc1cccc(Cl)c1 (configuration not stated)	-4	0	0	0.9	9	-11	-1	4	9
CC1CCN(C(=O)CSc2nc3cccnc3n2C)CC1	1	-2	-7	0.9	4	-16	2	-4	-3
CCc1nc(NCc2ccccn2)c2oc3ccccc3c2n1	6	6	nt	0.9	nt	6	nt	2	18
COc1ccc2nc(Nc3nc(C)c(CCC(C)C)c(=O)[nH]3)nc(C)c2c1	16	-1	0	1	-4	-21	8	-2	17
O=C(Cn1c(-c2ccccc2)noc1=O)Nc1ccc(S(=O)(=O)N2CCOCC2)cc1	22	-3	3	1	-2	9	0	4	0
CCOC(=O)C1CCCN(c2ncnc3c2cnn3-c2ccc(OC)cc2)C1 (configuration not stated)	5	-20	nt	0.9	nt	-7	nt	2	-21
N#Cc1nc(COc2ccccc2)oc1NCCN1CCOCC1	6	2	nt	1	nt	1	nt	6	-10
COCCCN1C(=O)C(=O)/C(=C(/O)c2ccccc2)C1c1ccc(N(C)C)cc1 (configuration not stated)	-11	4	6	0.9	8	-4	-1	5	14
Cn1c(=O)c2c(nc(Oc3ccc(-c4ccccc4)cc3)n2C)n(C)c1=O	3	0	5	0.9	1	1	-8	8	-4
O=C(CSCc1ccc(Br)cc1)N1CCOCC1	2	1	5	0.9	4	1	-6	4	17
CC(NC(=O)c1ccco1)C(=O)Nc1nc(-c2ccccn2)cs1 (configuration not stated)	42	2	0	1	-5	0	5	-1	23
O=C1C(=O)N(CCCn2ccnc2)C(c2cccnc2)/C1=C(/O)c1ccccc1 (configuration not stated)	nt	5	nt	1	nt	nt	nt	9	8
Cn1cnnc1SCC(=O)c1c[nH]c2ccccc12	-2	3	-1	0.9	-6	-9	1	8	-10
CCOCCCN(C(=O)c1ccco1)C(C(=O)NC1CCCC1)c1cccc(OC)c1OC (configuration not stated)	-18	0	3	1	-4	-3	-4	7	8
COc1ccc(CN2CCCCC2C)c(C)c1C (configuration not stated)	-3	1	3	0.9	0	-3	-6	0	20
O=C(COC(=O)c1cccc(NC(=O)c2ccco2)c1)c1ccc(Br)cc1	3	7	3	1	-7	-2	2	2	11
COc1ccc(-c2nn3c(-c4ccc(F)cc4)nnc3s2)cc1	25	-2	7	0.9	6	4	-7	4	12
CCOC(=O)c1cc2c(=O)n3cccc(C)c3nc2n(CC2CCCO2)c1=NC(C)=O (configuration not stated)	-12	-220[fluorescence artefact?]	6	0.9	5	-3	-2	8	22
CC(C)OC(=O)CSc1nnc(-c2ccc(Cl)cc2Cl)o1	7	0	-6	0.9	-14	11	14	-7	19
CCCCCn1c(SCCc2ccccc2)nc2c1c(=O)[nH]c(=O)n2C	-20	4	-10	1	3	-6	10	-14	18
CC(C)=C1C2C=CC1C1C(=O)N(c3ccc4c(c3)OCO4)C(=O)C21 (configuration not stated)	3	-4	4	nt	-3	-5	-1	3	1
O=S(=O)(NCCc1ccccn1)c1ccc(F)c(F)c1	-11	4	3	0.9	-5	-6	-2	2	13
O=C(CSc1nnc2scc(-c3ccccc3)n12)NCC1CCCO1 (configuration not stated)	1	2	6	1	3	-11	-8	10	7
COc1nc(OC)nc(N2CCC(C(=O)NCc3cccs3)CC2)n1	-1	-8	0	0.9	0	-20	4	6	10
Nc1c2c(nc3ccccc13)CCC2	-15	-6	0	1	2	1	2	-3	24
Cc1onc(-c2c(F)cccc2Cl)c1C(=O)NCCCN1CCOCC1	9	-2	6	1	2	-11	-2	14	16
CCOC(=O)CC(=O)CSc1ncnc2c1oc1ccccc12	-16	-3	6	0.9	42*	-3	-6	4	13
CCOC(=O)c1nnsc1NC(C)=O	-11	0	6	0.9	-4	-4	4	8	-17
Cc1sc2ncn(CC(=O)NCCCC(=O)N3CCN(c4ccccn4)CC3)c(=O)c2c1C	7	-5	4	1	3	-1	-1	7	15
